Bioassay records deposited in PubChem BioAssay by The Scripps Research Institute Molecular Screening Center.
GalR3 antag: human GalR3 antagonism. O60755. HEK293 GalR3-CNG cAMP membrane potential fluorescence; galR3 body fused to GalR1 C-terminus. inhibition, % at 3 µM. hit rate 0.44% among 360,000. AID 651719;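 active = inhibition above the screen-wide average plus 3 SD, cut at about 13% in these data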;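 also: forskolin and galanin both at EC90 stimulate the cells; cAMP rise reported by CNG channel membrane potential dye signal; 0% = forskolin plus galanin with DMSO and 100% = forskolin alone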
Target sequence (O60755 1-299 limits assumed): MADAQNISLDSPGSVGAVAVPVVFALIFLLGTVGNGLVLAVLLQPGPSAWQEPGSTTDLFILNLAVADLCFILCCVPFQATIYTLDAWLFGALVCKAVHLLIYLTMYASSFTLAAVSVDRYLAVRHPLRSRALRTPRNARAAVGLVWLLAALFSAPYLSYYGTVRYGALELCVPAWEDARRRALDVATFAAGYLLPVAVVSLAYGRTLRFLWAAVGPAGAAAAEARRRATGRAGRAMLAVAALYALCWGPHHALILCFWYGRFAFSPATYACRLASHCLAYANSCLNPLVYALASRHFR
* hit, by the source's call.

SMILES | GalR3 antag
CC(=O)Nc1ccc(-c2ccnc3c2CC(C(=O)NCCc2ccccc2)O3)cc1 (centres undefined) | -6
CC1(C(=O)NS(=O)(=O)c2ccc(Br)cc2)CCN1C(=O)CCc1ccccc1 (centres undefined) | -2
O=C(Cc1ccc(NC(=O)C2CCCN(C(=O)C3CC3)C2)cc1)Nc1ccc(C(=O)N2CCOCC2)cc1 (centres undefined) | -7
COc1ccc(NC(=O)CN(C)C(=O)c2ccc(C)c(S(=O)(=O)N3CCCCC3)c2)cc1 | -3
COc1ccc(-c2csc(C(C)(O)c3ccc(F)c(F)c3)n2)cc1 (centres undefined) | -7
COc1ccc(Cn2cc(CN3CC(N4CCN(CCO)CC4)CS3(=O)=O)nn2)cc1 (centres undefined) | -6
COc1ccc2c(c1)/C(=C/c1cc(OC)c(OC)c(OC)c1)C(=O)N2 | 0
COc1ccc(NC(=O)Nc2nnc([C@@H]3C[C@H](O)[C@@H](CO)O3)s2)cc1 | -5
O=C1NC(c2cccc3ccccc23)Nc2ccc(Cl)cc21 (centres undefined) | 4
CCOc1cccc(C2C(C(=O)c3ccc(C)o3)=C(O)C(=O)N2c2nnc(C)s2)c1 (centres undefined) | -3
COc1cccc2c1C1COC3C4CC(C(=O)O)C(C(C2)N13)N4C (centres undefined) | -4
CCCCCCCCN1C(=O)[C@H](CC(=O)NCCC(C)C)C[C@@]2(C(=O)OCC)CCCC=C12 | -5
Cc1cc(C)cc(CC(=O)N2CCC2(C)C(=O)NS(=O)(=O)c2cccc(OC(F)F)c2)c1 (centres undefined) | 0
Cc1ccc(NC(=O)C2(C)CCCN2C)cc1C (centres undefined) | -7
Cc1ccc(S(=O)(=O)N2CCC(C(=O)N3CCCCCCC3)CC2)cc1C | -1
O=C1NC[C@H](CCCCN2CCN(Cc3ccccc3)C(=O)C2=O)N(CCC2CCCCC2)C1=O | -4
COc1cccc(CNC(=O)[C@@H]2CCCN2C(=O)[C@@H]2CCCN2S(=O)(=O)c2ccc(OC)c(C)c2)c1 | 4
COc1cccc(/C=C2/CCC(CN(C)C)C2=O)c1 (centres undefined) | -1
CCN1CCC(CN2CCNC2=S)CC1 | -1
CCCN(CC(=O)Nc1ccccc1OC)CC(=O)c1c(N)n(Cc2ccccc2)c(=O)n(C)c1=O | -3
c1ccc(COC2COC3C(OCc4ccccc4)COC23)cc1 (centres undefined) | -5
C#CC(c1ccccc1)(c1ccccc1)n1ccnc1 | -4
COc1cccc(-c2cnc3c(NC(C)=O)cc(-c4cc(OC)c(OC)c(OC)c4)cn23)c1 | -3
Cc1cc(=O)[nH]c(N2CCCCC2)n1 | -2
Cc1cccc(-c2ccc3[nH]c4c(c3c2)CCN2C[C@H]3[C@H](C)ON(C)[C@H]3C[C@@H]42)c1 | -2
CN(C)CCCOc1ccc(-c2cccc3nncn23)cn1 | -1
C#Cc1cccc(Nc2nc(NCc3ccccc3OC)nc3ccsc23)c1 | -7
Cc1c(-c2ccccc2)c(-c2ccc(OCCN(C)C)cc2)n2ccccc12 | -6
CN(C)CCCN1CC(=O)N2CCc3ccc(Br)cc3C2CC1=O (centres undefined) | -7
O=C1C(=O)N(c2ccccc2)C(c2ccccc2)C1c1ccccc1 (centres undefined) | -2
CCCN(CC(=O)Nc1ccccc1C)C(=O)c1ccc(OCC(=O)N2CCOCC2)c(OCC)c1 | -2
Cc1cc(C)nc(NNS(=O)(=O)c2c(C)cc(C(C)(C)C)cc2C)n1 | -4
CC1(C(=O)Nc2ccc3c(c2)OCO3)CCN1C(=O)CCc1cccs1 (centres undefined) | -2
C1C2CC3C1C3C2=NN=C1C2CC3C(C2)C13 | -5
c1ccc2c(C3OCC4(CCCC4)CO3)cccc2c1 | -1
Cc1cccc(OCC(=O)NCC(c2ccco2)N2CCCC2)c1 (centres undefined) | -1
C1=C(c2cn(-c3nc4ccccc4s3)nn2)CCCC1 | -7
CCOC(=O)CCCCCC(=O)Nc1ccc2c(c1)C(=O)N([C@@H](C)CO)C[C@H](C)[C@H](CN(C)C(=O)Nc1ccc(C(F)(F)F)cc1)OCCCC[C@H](C)O2 | 2
CCCCN(C(=O)C1CCN(C(=O)c2ccccc2C)CC1)c1c(N)n(CCC)c(=O)[nH]c1=O | -4
O=CNc1ccc2c(c1)Cc1cc([N+](=O)[O-])ccc1-2 | -6
Cc1cccc(C(=O)NC(C(=O)Nc2ccc(S(=O)(=O)Nc3nccs3)cc2)C(C)C)c1 (centres undefined) | -8
Cc1noc(C)c1NC(=O)Nc1ccc2c(c1)C(=O)N([C@@H](C)CO)C[C@@H](C)[C@H](CN(C)C(=O)Nc1cccc3ccccc13)OCCCC[C@H](C)O2 | -4
C(=Cc1cnnc2ccccc12)c1ccccc1 | -2
CC(=O)Nc1ccc(CN(C)c2c(C)nc3ccc(C(=O)N4CCN(C(C)=O)CC4)cn23)cc1 | -1
Clc1ccc(-c2ccnc3nc(N4CCOCC4)nn23)c(Cl)c1 | 7
O=C(CCNC(=O)c1ccc(Br)cc1)Nc1ccc(S(=O)(=O)N2CCCCC2)cc1 | -4
CC1(C(=O)Nc2cccnc2)Cc2c(-c3ccccc3)ccnc2O1 (centres undefined) | 0
COc1cc(C=NNC(=O)C(=O)Nc2cccc(Cl)c2)cc(OC)c1O | -6
OC(c1cccnc1)c1nc(/C=C/c2ccc(C(F)(F)F)cc2)cs1 (centres undefined) | -4
Cc1onc(-c2c(F)cccc2Cl)c1C(=O)Nc1cccc(S(=O)(=O)N2CCCCC2)c1 | -6
O=C1Nc2ccccc2-c2nnnn2C1N1CCCCC1 (centres undefined) | -4
CC(=O)Nc1cc2c3c(cccc3c1)-c1ccccc1-2 | 0
Cc1c(C(=O)NNC(=O)c2ccccc2O)oc2ccccc12 | -8
Cc1ccc(C)c(N2N=C(C(=O)OCc3nnc(-c4ccccc4Br)o3)CCC2=O)c1 | -8
CCN(CC)CCNC(=O)C(Cl)=C1C(Cl)=C(Cl)C(Cl)=C1Cl | -7
CCc1nc2ccc(C(=O)N(CC)CCN(C)C)cn2c1N(C)C(=O)c1cccc(OC)c1 | -7
O=C1NC(=O)C2(CCCC2C(=O)O)N1 (centres undefined) | -4
COC(=O)c1ccccc1NC(=O)CSc1nc2ccsc2c(=O)n1Cc1ccc(C(=O)O)cc1 | -8
C[C@@H]1CCCCO[C@H](CN(C)C(=O)c2ccccc2)[C@@H](C)CN([C@H](C)CO)C(=O)c2cc(NC(=O)c3ccncc3)ccc2O1 | -1
CN1OC[C@@H]2CN(S(=O)(=O)c3cc(Cl)cc(Cl)c3)[C@H](c3ccc(-c4ccc(C#N)cc4)cc3)C[C@@H]21 | 3

5 entries from above, in markdown.
| Structure | GalR3 antag |
| --- | --- |
| CCOc1cccc(C2C(C(=O)c3ccc(C)o3)=C(O)C(=O)N2c2nnc(C)s2)c1 (centres undefined) | -3 |
| CCCN(CC(=O)Nc1ccccc1OC)CC(=O)c1c(N)n(Cc2ccccc2)c(=O)n(C)c1=O | -3 |
| CC1(C(=O)Nc2ccc3c(c2)OCO3)CCN1C(=O)CCc1cccs1 (centres undefined) | -2 |
| CC(=O)Nc1cc2c3c(cccc3c1)-c1ccccc1-2 | 0 |
| CCc1nc2ccc(C(=O)N(CC)CCN(C)C)cn2c1N(C)C(=O)c1cccc(OC)c1 | -7 |

6 entries already listed, sorted by their value in GalR3 antag, descending:
SMILES | GalR3 antag
CN1OC[C@@H]2CN(S(=O)(=O)c3cc(Cl)cc(Cl)c3)[C@H](c3ccc(-c4ccc(C#N)cc4)cc3)C[C@@H]21 | 3
CC1(C(=O)Nc2cccnc2)Cc2c(-c3ccccc3)ccnc2O1 (centres undefined) | 0
OC(c1cccnc1)c1nc(/C=C/c2ccc(C(F)(F)F)cc2)cs1 (centres undefined) | -4
COc1cc(C=NNC(=O)C(=O)Nc2cccc(Cl)c2)cc(OC)c1O | -6
CCN(CC)CCNC(=O)C(Cl)=C1C(Cl)=C(Cl)C(Cl)=C1Cl | -7
COC(=O)c1ccccc1NC(=O)CSc1nc2ccsc2c(=O)n1Cc1ccc(C(=O)O)cc1 | -8

Next section.
SMILES | GalR3 antag
NS(=O)(=O)c1ccc(CCNC(=O)/C=C/c2ccc(S(=O)(=O)N3CCOCC3)cc2)cc1 | -5
CC1(C(=O)NCCC(F)(F)F)Cc2c(-c3ccccc3)ccnc2O1 (centres undefined) | -6
CN1OC[C@@H]2CN(Cc3ccccc3)[C@H](c3cccc(N4CCOCC4)c3)C[C@@H]21 | -7
CN1CCN(c2ccc(CNC(=O)c3ccc(-c4cnn(C)c4)c4ccoc34)cc2)CC1 | -1
CCC(C(=O)NC1CCCC1)n1c(-c2ccccn2)nc2ccccc21 (centres undefined) | -3
Cc1ccc(-c2nc3ccc(Cl)cn3c2CC2CCCCC2)cc1 | -2
CC(C)(C)S(=O)(=O)N1C[C@@H]2CC/C=C\C/C(c3ccccc3)=C\2[C@H]1CCO | -6
CCC(CC)CN1CCC(CN2C(=O)C(=O)NC[C@@H]2[C@@H](C)CC)CC1 | 9
CCOC1=C2[C@H](c3ccccc3)N(S(=O)(=O)c3ccc(C)cc3)[C@H](C(C)C)[C@H]2C(C#N)(C#N)C(C#N)(C#N)C1 | -4
COc1cccc(C(NC(C)=O)c2nc(-c3cccc4cccnc34)cs2)c1 (centres undefined) | -2
O=[N+]([O-])c1cccc(CON=Cc2cc(Cl)ccc2O)c1 | -3
O=C(O)C(c1ccccc1)C1(O)CC2CCC1C2 (centres undefined) | -5
O=c1cc(SCc2ccccc2)nc[nH]1 | -3
O=C(O)C(Cc1ccc(OS(=O)(=O)Cc2ccccc2)cc1)NS(=O)(=O)Cc1ccccc1 (centres undefined) | 2
Clc1cccc(Cc2c(-c3cccc(Br)c3)nc3ccc(Cl)cn23)c1 | -4

Part of the list above, in CSV form:
SMILES,GalR3 antag
O=c1cc(SCc2ccccc2)nc[nH]1,-3
O=C(O)C(Cc1ccc(OS(=O)(=O)Cc2ccccc2)cc1)NS(=O)(=O)Cc1ccccc1 (centres undefined),2

Carrying on.
SMILES | GalR3 antag
O=C(NC(c1ccccc1)c1ccsc1)C1CCN(CCOc2ccc(Cl)cc2Cl)CC1 (centres undefined) | -8
O=c1ccc2nc3ccccc3sc-2c1 | -6
COC(=O)[C@H]1C[C@H](OC(=O)NCc2ccccc2F)[C@@]2(O)CN(S(=O)(=O)c3ccc(C)cc3)CC2[C@H]1C(=O)OC (some centres undefined) | -5
O=C(Nc1ccc(S(=O)(=O)NC2=NCCCCC2)cc1)c1cc(F)c(F)cc1Cl | -5
CC(C)N1C(=O)c2ccccc2NC(=O)C1C(=O)NC1CC1 (centres undefined) | 2
Cc1sc2ccccc2c1CNC[C@H]1O[C@@H](n2ccc(=O)[nH]c2=O)[C@H](O)[C@@H]1O | -8
O=C(Nc1ccccc1)c1cc(C2CCCN(C(=O)OCc3ccccc3)C2)on1 (centres undefined) | -5
COc1cccc(-c2cc3c(c4c2ccn4C)C2CCC3C2)c1 (centres undefined) | -2
OCCCNc1ncnc2[nH]ncc12 | -2
C[C@H](CO)N1C[C@H](C)[C@@H](CN(C)C(=O)c2ccc3ccn(C)c3c2)OCc2cn(nn2)CCCC1=O | -4
CC(=O)N1Cc2cc(C(=O)NCC(F)(F)F)nc(-c3cccc(-c4cc5ccccc5o4)c3)c2[C@@H]1CCO | -6
COc1cc(S(=O)(=O)N2CCN(C(=O)c3cccs3)CC2)ccc1NC(C)=O | 1
CCOC(=O)Cc1csc(SCC(=O)NC2CCCC2)n1 | -3
Cc1ccc(S(=O)(=O)N2[C@@H](c3ccc(Cl)cc3)C(C(=O)OC(C)(C)C)=CC[C@H]2c2ccc(Cl)c(Cl)c2)cc1 | -5
CC1CCN(C(=O)C2CCC(CNS(=O)(=O)c3ccc4c(c3)C(C)(C)C(=O)N4C)CC2)CC1 (centres undefined) | 3
CCCS(=O)(=O)NC(=O)C1(C)CCN1C(=O)Cc1ccc(-c2ccccc2)cc1 (centres undefined) | -7
COc1ccc2c(c1C)CCC(C)(C#N)C2=O (centres undefined) | -4
COc1ccc(-c2c(C(=O)c3ccc(Br)cc3)[nH]c(N)c2C(=O)NCCc2c[nH]c3ccccc23)cc1OC | -2
CCOC(=O)c1ccc[n+]([O-])c1 | -5
C/C=C/c1cccc(-c2nc(C(=O)N3CCN(C)CC3)cc3c2[C@@H](CCO)N(C(=O)NC(C)C)C3)c1 | -3
CCCCn1nnnc1C1(C)CCC(=O)N1CCc1ccc(O)cc1 (centres undefined) | -4
COCCNC(=O)C1(C)CCN(C(=O)c2ccc(F)c(C)c2)C1 (centres undefined) | -3
Cc1cn([C@H]2C[C@H](O)[C@@H](CNCc3cnc(N4CCOCC4)s3)O2)c(=O)[nH]c1=O | -6
C[C@H](CO)N1C[C@H](C)[C@H](CN(C)Cc2ccncc2)Oc2cc(-c3ccccc3F)ccc2S1(=O)=O | -5
O=C(C=Cc1ccccc1)CC(c1ccccc1)N1CCOCC1 (centres undefined) | -2
Cc1cccc(C)c1NC(=O)CN1CCN(C(=O)CCC(=O)N2CCC(c3ccccc3)=N2)CC1 | -8
CCN(CC)C(=O)C1=C(C)N(CCC2=CCCCC2)C(=O)C(CC(=O)NCc2cccs2)C1 (centres undefined) | -4
CCCCNC(=O)c1nc(-c2cccnc2)oc1-c1ccc(OC(F)(F)F)cc1 | -7
CN1[C@@H](COCc2ccccc2)C=CS1(=O)=O | -1
C[C@@H]1COc2cccc(N(C)CCO)c2S(=O)(=O)N1 | -2
COc1ccc(OCCNC(=O)c2ccc3nc(C)c(N(C)C(=O)CCc4ccccc4)n3c2)cc1 | -3
CN1CCCCC(NC(=O)c2ccc3ccccc3c2)C1=O (centres undefined) | -7
OC[C@H]1O[C@@H](c2nc(-c3cccc4ccccc34)no2)[C@H](O)[C@@H]1O | -5
CCN(CC)C(=O)C1=C(C)N(Cc2ccc(F)cc2)C(=O)C(CC(=O)NCCN2CCOCC2)C1 (centres undefined) | -1
COc1ccc([C@H]2CC(=O)C[C@@H](CCn3cc(Cc4ccccc4)nn3)O2)cc1 | 0
COc1ccc(NC(=O)C[C@H]2C(=O)N(c3ccc(Br)cc3)C[C@@H]2c2ccc(OC)cc2)cc1 | -5
CC(NC(=O)c1cccc(S(=O)(=O)N2CCN(Cc3ccccc3)CC2)c1)c1ccccc1Cl (centres undefined) | -5
Cn1c2c(sc1=O)CCC2 | 0
COc1cc2c(cc1OC)CN(C(C)C(=O)Nc1cccc(S(=O)(=O)N3CCOCC3)c1)CC2 (centres undefined) | -2

These rows are one share of the data; rates above refer to the full screens.
